Rac1 wt GTP bind – alters GTP binding to wildtype human Rac1; P63000; GST-Rac1 beads, fluorescent GTP binding, flow cytometry; actives lie on both sides; 0 = cold GTP competed, 100 = untreated; GTP binding activity (% of control), % at 10 µM; 190,000 compounds, 0.27% hits; AID 757;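 active means GTP binding activity at least 20 points away from the 100% control level, either lower or higher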
HRas wt GTP – human HRas wildtype GTP binding, change in either direction; P01112; GST-Ras wt beads, Bodipy-FL-GTP binding, flow cytometry; actives lie on both sides; GTP binding activity, % at 10 µM; 190,000 compounds, 0.14% hits; AID 759;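 active means GTP binding activity at least 20% away from the 100% baseline, either lowered as inhibitor or raised as activator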;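 further: 0% = unlabeled GTP competition control and 100% = no-compound control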
Target sequence (P01112 whole entry, looked up): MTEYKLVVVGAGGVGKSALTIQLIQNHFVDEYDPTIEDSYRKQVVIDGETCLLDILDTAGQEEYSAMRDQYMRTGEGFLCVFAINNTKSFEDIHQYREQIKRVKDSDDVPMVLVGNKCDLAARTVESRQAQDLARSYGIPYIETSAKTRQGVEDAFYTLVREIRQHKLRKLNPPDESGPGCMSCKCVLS
Mcl1-Bid inh – Mcl-1/Bid interaction inhibition. Q07820. TR-FRET Mcl-1/Bid-Dy647 peptide binding, 1536-well. inhibition, % at 21.7 µM. 220,000 compounds, 0.97% hits. AID 1021;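 active means compounds that cut the binding signal by more than half at the single screening dose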;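 further: His-tagged Mcl-1 with europium anti-His antibody binding Bid BH3 peptide; 0% = Mcl-1 plus peptide wells and 100% = peptide-only wells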
Target sequence (Q07820 whole entry, looked up): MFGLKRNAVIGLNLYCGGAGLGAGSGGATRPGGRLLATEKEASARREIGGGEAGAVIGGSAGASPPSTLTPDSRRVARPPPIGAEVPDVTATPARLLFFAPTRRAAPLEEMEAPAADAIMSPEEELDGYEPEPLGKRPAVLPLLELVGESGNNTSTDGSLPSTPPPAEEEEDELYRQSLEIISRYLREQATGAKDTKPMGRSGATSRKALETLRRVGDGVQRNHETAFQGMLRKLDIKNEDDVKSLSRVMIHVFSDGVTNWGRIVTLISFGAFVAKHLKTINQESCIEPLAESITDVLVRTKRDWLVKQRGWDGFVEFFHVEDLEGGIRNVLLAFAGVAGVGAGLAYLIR
Avidin bead fluor – compound fluoresces at 488/530 nm on avidin beads. fluorescence (KMESF) at 10 µM. compound fluorescence 488/530 nm, flow cytometry; hits give high values. 220,000 compounds, 0.38% hits. AID 1775; in the data active means fluorescence above about 47; further: inactives centre near 10
Mcl-1 Bim block – human Bim-Mcl-1 interaction inhibition; Bead-based flow cytometry, Bim peptide-Mcl-1 binding; inhibition, % at 10 µM; 190,000 compounds, 0.1% hits; AID 1009; in the data active means inhibition above about 40%;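 further: 0% = no compound tracer wells and 100% = peptide blocker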
Cdc42 wt – human Cdc42 wildtype GTP binding change, either direction; GST-Cdc42 beads, Bodipy-GTP binding, flow cytometry; actives lie on both sides; percent activity (GTP binding), % at 10 µM; 190,000 compounds, 0.2% hits; AID 761; P60953;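 active means percent activity GTP binding at least 20 points away from the 100% baseline, either down as inhibitor or up as activator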;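 further: median bead fluorescence of bound Bodipy-FL-GTP at 100 nM; 0% = excess unlabeled GTP control and 100% = no compound control; below 100% means less GTP binding so inhibitor and above means activator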
Target sequence (P60953 whole entry, looked up): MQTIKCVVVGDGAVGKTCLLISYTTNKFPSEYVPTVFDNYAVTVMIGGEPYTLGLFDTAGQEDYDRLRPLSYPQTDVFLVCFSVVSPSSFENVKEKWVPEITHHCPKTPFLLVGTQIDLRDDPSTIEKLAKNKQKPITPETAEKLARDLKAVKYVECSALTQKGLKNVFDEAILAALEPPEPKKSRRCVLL
Mcl1-Noxa inh – disrupts binding of human Mcl-1 to Noxa peptide; inhibition, % at 21.7 µM; 220,000 compounds, 1.5% hits; Q07820; TR-FRET Mcl-1/Noxa peptide binding, 2 h;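 active means compounds that cut the protein-peptide binding signal by more than 50% relative to plate controls in a single-dose test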;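 further: His-tagged Mcl-1 with rhodamine Noxa BH3 peptide and terbium anti-His antibody; 0% = Mcl-1 plus Noxa peptide wells and 100% = peptide-only wells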
Rab2 wt GTP – changes GTP binding to wildtype dog Rab2A, up or down | P61105 | GST-Rab2 wt beads, Bodipy-GTP binding, flow cytometry | GTP binding activity, % at 10 µM | 190,000 compounds, 0.19% hits;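 active means GTP binding activity at least 20 points away from 100%, either lowered or raised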;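 further: 0% = beads with excess unlabeled GTP and 100% = no-compound control corrected for plate trend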
Rac1 mut GTP – modulators of GTP binding to human Rac1 activated mutant. P63000. GST-Rac1 activated beads, fluorescent GTP binding, flow cytometry; actives lie on both sides; 100% means binding = to untreated wells. percent activity (GTP binding), % at 10 µM. 190,000 compounds, 0.11% hits. AID 764;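 active means GTP binding at least 20 percentage points away from the 100% baseline, in either direction, so actives lie on both sides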
Rab7 wt modul – alters GTP binding to wildtype dog Rab7; AID 758; GST-Rab7 beads, fluorescent GTP binding, flow cytometry; actives lie on both sides; untreated = 100%, excess cold GTP = 0%; 190,000 compounds, 0.055% hits; GTP binding activity (percent of control), % at 10 µM;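 active means fluorescent GTP binding to Rab7 beads changed by at least 20 points from the 100% baseline, either direction, mostly lower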;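 further: median green fluorescence of bound Bodipy-FL-GTP per Rab7 bead population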
Pf gamet viab – inhibitors of late stage P. falciparum gametocyte viability; P. falciparum stage V gametocytes, ATP luminescence, 24 h; 150,000 compounds, 0.065% hits; inhibition, % at 10.9 µM;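 active means inhibition above the mean plus 3 SD of compounds within the control limits, set per campaign, cut at about 38% in these data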;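 further: 0% = DMSO wells and 100% = medium only without gametocytes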
Starred values were filed as active, the others as inactive; . = no result given.

Results follow in this order: Rac1 mut GTP	Mcl-1 Bim block	Mcl1-Bid inh	Pf gamet viab	Rab2 wt GTP	HRas wt GTP	Mcl1-Noxa inh	Cdc42 wt	Rac1 wt GTP bind	Rab7 wt modul	Avidin bead fluor
CC(C)n1c(=O)c(C=Nc2ccc(Cl)cc2)c(O)n(Cc2ccco2)c1=O
 : 98	0	-4	-8	100	100	7	103	105	98	7
CC12CNCC(C)(CNC1)C2O (configuration not stated)
 : 96	-2	-8	-3	98	98	14	96	97	97	12
O=c1c2ccccc2nc(-c2ccco2)n1-c1ccc(Br)cn1
 : 101	-1	-30	10	100	100	-2	100	103	100	11
Oc1cccc(/C=N/NP(=S)(c2ccccc2)c2ccccc2)c1
 : 97	0	-4	.	100	100	14	100	99	100	4
Cc1cc(OCCCC(=O)NCc2cccs2)ccc1Cl
 : 96	0	2	-1	98	99	17	101	98	97	13
CCCCC(CC)CNCC(O)c1ccccc1 (configuration not stated)
 : 96	0	13	3	101	99	9	98	97	107	8
COc1cc(OC)c(C=O)c(OC(=O)N(C)C)c1
 : 94	2	-10	3	94	95	11	96	97	97	10
CN1CCN(CCC(=O)OC2CC3CCC(C2)N3C)CC1 (configuration not stated)
 : 97	1	23	6	103	102	39	102	104	100	5
CN1CCCCC1c1ccc(-c2cccnc2)nc1 (configuration not stated)
 : 96	3	70*	.	97	96	21	97	101	98	6
O=P(O)(Oc1ccccc1)OC(c1ccccc1)C(F)(F)C(F)(F)F (configuration not stated)
 : 94	0	-18	.	95	97	21	95	97	103	16
Cc1ccc(P(=S)(c2ccc(C)o2)N2CCOCC2)o1
 : 96	-1	-13	.	99	100	18	97	99	101	10
OC(COCc1ccc(Cl)cc1)CN1CC=C(c2ccccc2)CC1 (configuration not stated)
 : 94	-2	32	.	97	97	26	98	92	94	18
Cc1ccc(N2C(=O)NC(=O)/C(=C/c3cnc(-c4ccccc4)nc3)C2=O)cc1C
 : 97	-1	20	5	97	99	75*	101	103	97	3
Cn1cc(C=C(C#N)C#N)c2ccccc21
 : 95	-2	-25	-8	96	97	16	96	97	99	11
CC(C)CN(C(=O)CN1CC=C(c2ccccc2)CC1)c1c(N)n(CC(C)C)c(=O)[nH]c1=O
 : 94	-3	-4	-7	99	95	2	98	97	96	.
O=C(CCl)NCC1CCCO1 (configuration not stated)
 : 95	-10	-17	6	98	99	2	98	99	98	10
O=[N+]([O-])c1ccc(N2CCCC2)c2ccncc12
 : 92	-2	22	.	97	96	37	93	96	103	23
OC1(c2ccc(F)cc2)CC2CCC(C1)N2Cc1nnnn1C1CCCCC1 (configuration not stated)
 : 99	0	14	3	102	104	-8	103	102	106	8
CCN(CC)CCCN=C(C)c1c(O)n(C2CCCCC2)c(=O)[nH]c1=O
 : 98	-1	-14	-4	97	97	-7	97	97	97	18
CC1CC2(O)c3no[n+]([O-])c3CCC2N1O (configuration not stated)
 : 98	0	13	2	98	99	6	98	99	98	10
Cc1cc(C=C(C#N)C#N)ccc1N1CCCC1
 : 93	1	-52	.	93	97	-7	92	97	100	8
CC1(C)C(=O)C=C[C@]2(C)[C@H]3CC[C@@]4(C)[C@H](c5ccoc5)OC(=O)[C@H]5O[C@]54[C@]3(C)[C@H](O)C[C@@H]12
 : 100	-1	1	.	101	100	-17	103	103	99	12
COC(=O)c1ccccc1N=Cc1c(O)[nH]c(=S)[nH]c1=O
 : 95	-1	-19	4	94	92	4	97	92	96	11
C(#CCN1CCOCC1)COCC#Cc1ccccc1
 : 97	-3	7	-5	98	99	4	99	98	98	6
CCOC(=O)c1sc(/N=C/c2c(O)n(-c3ccccc3)c(=O)[nH]c2=O)c(C#N)c1C
 : 98	-3	-41	0	98	98	-21	103	101	97	12
O=C(c1cc2c(s1)CCCCCC2)N1CCC2(CC1)OCCO2
 : 99	0	-6	.	101	105	11	103	107	101	15
O=C(C[n+]1ccn(CCCNP2(=O)C=C(c3ccccc3)OC(c3ccccc3)=C2)c1)c1ccccc1
 : 93	-1	-10	10	100	98	0	100	97	106	10
CC(=O)c1ccc(-c2ccccc2)cc1
 : 99	-4	12	-21	93	98	4	101	104	95	2
C=C(CO)CC1CC(O)[C@]2(C)OC3CC4OC5C[C@]6(C)O[C@]7(C)CCC8OC9C[C@]%10(C)OC%11C(C)=CC(=O)OC%11CC%10OC9C[C@@H](C)C8OC7CC6O[C@]5(C)C/C=C\C4OC3CC2O1 (some centres not stated)
 : 97	-1	7	.	99	99	17	99	100	104	6
Cc1ccc2c(c1)C1CN(C)CCC1N2C(=O)Nc1cccc(C(F)(F)F)c1 (configuration not stated)
 : 102	-2	-25	.	101	102	10	107	109	98	29
CCc1ccc(CN2CCN(C(=O)Cc3ccccc3)CC2)cc1
 : 93	0	34	.	97	95	42	97	96	98	9
CCOC(=O)C1(CCc2ccccc2)CCN(Cc2cccc3cnccc23)CC1
 : 98	17	-39	19	97	99	15	97	97	95	5
O=C(O)Cn1cc(C(=O)c2ccccc2)c2ccccc21
 : 99	-3	7	0	101	100	5	102	103	101	20
O=P(Nc1ccccc1)(Nc1ccccc1)Oc1cccc(Cl)c1
 : 103	3	-15	37	100	104	10	107	111	102	14
O=C(Nc1cccc2ccccc12)N1CCC2(CC1)OCCO2
 : 96	-1	-10	6	95	96	5	96	97	91	10
O=C1NC(=O)N(Cc2ccccc2)C(=O)/C1=C\N1CCCc2ccccc21
 : 98	6	-28	-10	97	97	17	97	96	96	12
O=C(Cc1ccccc1)N1CCN(C2CCCCCC2)CC1
 : 94	0	17	-13	97	94	13	94	97	98	10
CCCNc1oc(-c2cccc3ccccc23)nc1C#N
 : 99	0	-3	.	103	102	-4	106	106	103	38
CC(NC1CCCCC1)C(O)C12CC3CC(CC(C3)C1)C2 (configuration not stated)
 : 97	0	-30	.	99	100	9	97	102	99	6
O=c1[nH]c(=O)n(Cc2ccco2)c(O)c1/C=N/N1CCCCCC1
 : 100	-3	-38	-39	98	100	5	98	102	101	5
O=C(Nc1ccc(C(F)(F)F)cc1)c1cccn(Cc2ccc3c(c2)OC(F)(F)O3)c1=O
 : 84	1	-2	19	89	93	-1	89	88	91	8
CC(=O)N1CCC2(CC1)CC(=O)c1cc(OCC(=O)N3CCC4(CC3)OCCO4)ccc1O2
 : 95	0	-39	0	101	99	7	93	98	104	5
Cc1cc(N)n(C2CCN(C)CC2)n1
 : 99	1	-50	.	99	102	12	101	102	104	12
CN1CCC(O)(c2ccc(Cl)cc2)C(C(=O)c2ccc(Cl)cc2)C1 (configuration not stated)
 : 94	0	-15	7	99	100	25	99	103	105	6
O=C(c1cnn2c(C(F)(F)F)cc(-c3ccccc3)nc12)N1CCC2(CC1)OCCO2
 : 99	0	-24	.	100	105	-1	103	105	105	13
CCOC(=O)N(C)c1ccc(C(O)(C(=O)OCC)C(F)(F)F)cc1 (configuration not stated)
 : 98	-2	-4	.	97	95	20	96	95	97	19
CC1CCCCN1Cc1ccc(Cl)nc1 (configuration not stated)
 : 99	-1	-46	-1	101	101	8	97	102	105	8
CC(C)NC(=O)c1ccc(N2CC3CC(C2)c2cccc(=O)n2C3)c([N+](=O)[O-])c1 (configuration not stated)
 : 95	-1	-5	.	97	98	1	100	109	96	9
CCn1c(C(=O)N2CCC(C(=O)N3CCC4(CC3)OCCO4)CC2)cc2sccc21
 : 100	-3	-34	.	99	102	5	103	106	98	13
CCCn1c(C(=O)c2ccc(OC)cc2)nc2ccccc21
 : 93	0	-11	.	95	94	-9	92	93	98	5

Next structures follow:
Results follow in this order: Rac1 mut GTP	Mcl-1 Bim block	Mcl1-Bid inh	Pf gamet viab	Rab2 wt GTP	HRas wt GTP	Mcl1-Noxa inh	Cdc42 wt	Rac1 wt GTP bind	Rab7 wt modul	Avidin bead fluor
CCOc1c(P(=S)(N(C)C)N(C)C)c(C)nn1-c1ccccc1
 : 99	-1	-15	.	100	102	9	101	100	98	11
COCCNCCOc1ccc(C(C)(C)c2ccccc2)cc1
 : 103	-2	9	8	100	102	10	105	104	100	4
O=c1[nH]c2ccccc2n1CCCN1CCC(n2c(=O)[nH]c3cc(Cl)ccc32)CC1
 : 100	0	-9	.	98	99	23	101	103	95	7
C=Cn1ccnc1P(=S)(c1ccn(C)c1)c1nccn1C=C
 : 102	-1	-49	14	108	107	-11	108	107	104	10
COCCOC(=O)C1=C(N)Oc2c(c(=O)oc3ccccc23)[C@@]12C(=O)Nc1ccccc12
 : 94	0	-25	.	95	97	3	95	94	96	8
CCCCn1c(N)c(C(=O)OCC2CCCO2)c2nc3ccccc3nc21 (configuration not stated)
 : 100	0	-6	.	103	102	1	104	104	100	9
C=CCN1C(=O)/C(=C\c2ccc(N3CCOCC3)o2)C(=O)NC1=S
 : 99	-8	-84	11	99	102	-5	102	103	101	10
O=C(NCC(c1cccnc1)N1CCOCC1)Oc1ccccc1 (configuration not stated)
 : 98	-6	-34	.	98	98	4	102	104	96	17
Cc1cc(C)cc(N2C(=O)NC(=O)/C(=C/c3cccn3-c3ccc(Cl)cc3)C2=O)c1
 : 86	-3	2	.	92	89	-1	86	89	90	6
CCOC(=O)C1(c2ccccc2)CCN(CC(=O)Nc2cccc3ccccc23)CC1
 : 100	-1	-1	0	99	98	3	100	104	97	4
O=C1C=Cc2ccccc2C1=O
 : 96	1	7	.	97	98	73*	102	100	95	5
N#Cc1ccccc1NC(=O)CN1CC=C(c2ccccc2)CC1
 : 96	0	-42	-6	97	97	9	99	99	102	8
Cc1cc(N2C(=O)CC(N3CCC(n4c(=O)[nH]c5ccccc54)CC3)C2=O)no1 (configuration not stated)
 : 98	-1	3	-23	103	100	6	101	103	104	13
COc1ccc2[nH]c(C)c(CCNCc3cc(OC)c(OC)c(OC)c3)c2c1
 : 97	-2	-1	-1	99	98	-6	99	99	99	12
CCCC(=O)NC(Oc1ccc(Cl)cc1Cl)C(Cl)(Cl)Cl (configuration not stated)
 : 100	0	-2	17	100	100	15	100	103	98	4
COc1ccc(N=C(C)c2c(O)n(C3CCCCC3)c(=O)[nH]c2=O)c(OC)c1
 : 98	-1	-10	-50	99	99	0	98	100	101	38
COC(=O)c1c(C)n(Cc2ccco2)c2ccc(O)cc12
 : 100	0	-30	.	100	101	15	102	104	99	31
CN(C)C(=O)Oc1cccc(-c2cn3cc(Cl)ccc3n2)c1
 : 103	-1	-66	.	100	99	4	100	102	98	3
O=[N+]([O-])c1ccc(N2CCNCC2)cc1NCC1CCCO1 (configuration not stated)
 : 96	0	-65	-40	96	96	11	99	94	96	18
O=C(CN1CCCC1=O)NCCc1ccccc1
 : 97	-1	-14	13	102	102	3	100	105	105	11
CC(=O)OC1(c2ccc(C)cc2)CN2CCC1c1ccccc12 (configuration not stated)
 : 99	-3	-1	.	99	99	14	99	101	97	4
COc1ccc(CC2c3cc(OC)c(OC)cc3CCN2C)cc1O (configuration not stated)
 : 99	-3	-18	-18	100	101	4	103	103	96	10
O=C(c1ccc(N2CC3CC(C2)c2cccc(=O)n2C3)c([N+](=O)[O-])c1)N1CCCC1 (configuration not stated)
 : 95	-2	-17	-3	100	99	3	97	100	109	22

High-throughput results as filed in PubChem.

Not all compounds are listed; the hit share may differ from the screen's.
